SIAH1 antagonists: Siah-1 peptide-binding antagonists, primary screen, biochemical, fluorescence polarization, rhodamine-plectin, uHTS (AID 1817). E3 ubiquitin-protein ligase SIAH1 (Homo sapiens). Siah-1 / rhodamine-plectin peptide fluorescence polarization; higher % means a stronger effect. displacement, % at 20 µM, or IC50 in µM where a hit was titrated. 0.02% of 290,000 active;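 active means displacement of at least 50% at 20 µM, with a fluorescence ratio check between 0.3 and a set limit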;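 further: plate controls were Siah plus tracer with DMSO for no effect and tracer alone without Siah for full effect; strong numbers were not always called active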
HIV peptide binding: inhibitors of HIV fusion peptide binding, primary screen, biochemical, uHTS, fluorescence dequenching (AID 1986); cell-free peptide binding, fluorescence dequenching, 30 min; higher % means a stronger effect; 0.3% of 290,000 active; inhibition, % at 20 µM, or IC50 in µM where a hit was titrated; in the data active means inhibition mostly above about 52%, no sharp cut-off; inactive means mostly below about 76%; further: some results filed as inactive read as strong as hits
KOR beta-arrestin-1: KOR agonists, beta-arrestin recruitment, primary screen, cell-based, luminescence, uHTS (AID 1777) | Kappa-type opioid receptor (Homo sapiens) | KOR beta-arrestin recruitment, luminescence; higher % means a stronger effect | one-dose activation, % at 10 µM; EC50 in µM for titrated hits | 0.02% of 280,000 active; in the data active means activation above about 50%, passing the limit was not always enough; further: a part of the inactive calls stands beside numbers as strong as those of hits
KOR beta-arrestin-2: KOR antagonists, beta-arrestin recruitment, cell-based, luminescence, uHTS (AID 1778); KOR beta-arrestin recruitment, luminescence, antagonist mode; higher % means a stronger effect; inhibition, % at 10 µM; hits with a dose series show IC50 in µM; 0.091% of 290,000 active; further: strong numbers were not always called active
HEK293 NOD2/NF-kB: NOD2 signaling inhibitors, cell-based, luminescence, uHTS, HEK293 (AID 1566) | 0.63% of 290,000 active | HEK293 NOD2/NF-kB luciferase reporter, luminescence; higher % means a stronger effect | inhibition, % at 4 µM; hits with a dose series show EC50 in µM; further: many of its hits are not listed in these tables
NOD1 inhibition: NOD1 signaling inhibitors, primary screen, cell-based, luminescence, uHTS (AID 1578); 1% of 290,000 active; NOD1-driven NF-kB luciferase reporter cells, luminescence; higher % means a stronger effect; inhibition, % at 4 µM, or EC50 in µM where a hit was titrated; in the data active means inhibition mostly above about 36%, no sharp cut-off; inactive means mostly below about 34%;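 further: HEK-293T reporter cells stimulated with the NOD1 agonist gamma-tri-DAP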
Salmonella PhoP GFP: inhibitors of PhoP regulon expression, primary screen, Salmonella Typhimurium, GFP reporter (AID 1863); S. Typhimurium PhoP-regulated promoter GFP reporter, 4 h; higher % means a stronger effect; inhibition, % at 50 µM; hits with a dose series show IC50 in µM; 0.16% of 300,000 active;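 active means inhibition over 29.93%, a cutoff 3 SD above the screen mean, later confirmed by dose response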;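 further: 0% = low Mg2+ inducing control and 100% = high Mg2+ repressing control; strong numbers were not always called active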
Myeloid diff 2: induction of myeloid progenitor differentiation, primary screen, cell-based, flow cytometry, MLPCN library | ER-HoxA9 myeloid progenitors, lysozyme-GFP differentiation | calls only at 10 µM | 1% of 360,000 active;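 active means normalized GFP-positive differentiation at or above the plate's own cutoff, the solvent-only control mean plus 3 SD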;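 further: cells exposed to compound for four days before flow analysis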
LYP phosphatase: inhibitors of LYP phosphatase, biochemical, fluorescence intensity, uHTS (AID 1779); one-dose inhibition, % at 11.5 µM; IC50 in µM for titrated hits; 0.054% of 290,000 active; Tyrosine-protein phosphatase non-receptor type 22 (Homo sapiens); recombinant LYP phosphatase, fluorescence intensity; higher % means a stronger effect;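 further: plate controls were vehicle with enzyme for no effect and no enzyme for full effect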
Myeloid diff 2 GFP+ MAC1+ %: further read-out of Myeloid diff 2, marked with its call; GFP+ MAC1+ double positive, %; measured here: differentiation confirmed by MAC1 staining
* hit, by the source's call; i = inactive; · = not tested or not shown; [ ] = dose if it differs, or a comment. Unless noted, no stated cut-off is given here; in the data, active means inhibition above about 50%; inactive means the rest. Some of the compounds tested; the hit share may differ from the screen's.

SMILES	SIAH1 antagonists	HIV peptide binding	KOR beta-arrestin-1	KOR beta-arrestin-2	HEK293 NOD2/NF-kB	NOD1 inhibition	Salmonella PhoP GFP	Myeloid diff 2	Myeloid diff 2 GFP+ MAC1+ %	LYP phosphatase
COc1ccc(C)cc1NC(=O)CN1C(=O)COc2ccc(C)cc21	1%	-0.1%	1.7%	-34%[20 µM]	9%	-2%	-5%	i	0.8	-3%
COc1ccc(OC)c(/C=N/NC(=O)CCc2c(C)n[nH]c2C)c1	1%	-0.7%	2.6%	5%	10%	-3%	-3%	i	0.3	-14%
CC1CCN(S(=O)(=O)c2ccc(S(=O)(=O)N3CCC4(CC3)OCCO4)cc2)CC1	-3%	-0.3%	0.6%	-12%	13%	9%	4%	i	0.3	-6%
COC(CNC(=O)CN1CCN(Cc2ccc(F)cc2Cl)C1=O)OC	3%	0.9%	-2.6%	18%	2%	-14%	-1%	i	0.3	-3%
COC(=O)c1ccc2c(=O)n(Cc3ccc(C(=O)NC4CCCC4)cc3)c(=S)[nH]c2c1	8%	-1.8%	-0.9%	17%	20%	-4%	-4%	i	1.4	-2%
CCSC1=NCCN1S(=O)(=O)c1ccc(Cl)cc1	0%	-0.2%	-5.7%	6%	0%	-23%	-2%	i	0.3	-8%
CN(C)S(=O)(=O)n1cnc2ccccc21	5%	-1.8%	-3.2%	38%	17%	-15%	-2%	i	0.6	-13%
Cc1cccc(C)c1NC(=O)CSc1nnc(-c2ccco2)c(-c2ccco2)n1	7%	70%	-4.0%	-7%	-6%	-9%	8%	i	0.9	4%
NC(=O)CC(NC(=O)c1ccccc1)c1ccc(NCC2CC2)c([N+](=O)[O-])c1 (stereo not drawn)	14%	1.2%	-2.5%	29%	8%	2%	-10%	i	2.0	-4%
Cc1cc(Cl)ccc1OC(C)C(=O)Nc1ccc(S(=O)(=O)Nc2cnc3ccccc3n2)cc1 (stereo not drawn)	-4%	21µM*	4.7%	-18%	24%	14%	-1%	i	0.8	8%
CC(C)c1nc(SCC(=O)NCC2CCCO2)c2c(=O)n(C)c(=O)n(C)c2n1 (stereo not drawn)	12%	1.9%	-1.7%	-5%	12%	0%	-1%	i	0.4	-10%
COc1ccccc1/C=C\C=N\n1c(C2CCCCC2)n[nH]c1=S	-1%	3.8%	13%	-34%	9%	5%	19%	i	0.9	1%
COc1ccc2c(c1)CCc1c(C(=O)N3CCc4ccccc4C3)noc1-2	9%	1.1%	-2.4%	3%	8%	-8%	6%	i	1.0	0%
Cc1onc(-c2ccccc2)c1C(=O)Nc1nnc(CC(C)(C)C)s1	2%	1.7%	4.9%	-47%	-26%	-8%	-7%	i	2.0	1%
Cc1ccc(C(C)C)c(OC/C(O)=C(\C#N)c2nc3ccccc3[nH]2)c1	5%	-1.3%	3.6%	-26%	-8%	36%*	-14%	i	0.6	5%
O=C(COC(=O)Cn1cnc2ccccc21)Nc1ccc2c(c1)C(=O)c1ccccc1C2=O	2%	-9.7%	0.7%	18%	-105%	-30%	19%	i	0.5	-5%
Fc1ccc(CSc2nnc(CN3CCOCC3)n2-c2ccccc2)c(Cl)c1	6%	1.8%	3.8%	-39%	-3%	-14%	-5%	i	0.3	-3%
O=c1[nH]c2ccc(S(=O)(=O)N3CCCC3)cc2[nH]1	2%	2.0%	1.4%	-28%	9%	20%	0%	i	0.8	-11%
C#CCOCCOCCOCCNc1nc(N2CCN(C(=O)[C@H](Cc3ccc(O)cc3)n3cc([C@@H](N)CC(C)C)nn3)CC2)nc(N2CCN(C(=O)[C@H](Cc3cc4ccccc4[nH]3)n3cc([C@@H](N)CC(C)C)nn3)CC2)n1	7%	-2.1%	-2.6%	11%	4%	-25%	-6%	·	·	-16%
Cc1snc(SCc2ccc(F)cc2)c1C#N	0%	-0.7%	6.6%	18%	-3%	-1%	-4%	i	0.6	-5%
CCc1cccc(NC(=O)CCCn2nc(C)c3c(C)n(-c4ccccc4)nc3c2=O)c1	7%	1.2%	-2.8%	0%	15%	-1%	-5%	i	1.4	-7%
COc1cc(C(=O)Nc2c(C(=O)N3CCOCC3)oc3ccccc23)cc(OC)c1OC	0%	0.3%	1.5%	-14%	22%	-11%	0%	i	2.4	-6%
CCc1nc(NCCC(C)C)c(C#N)c2c1CCCC2	0%	0.6%	-1.6%	12%	6%	-6%	-3%	i	0.9	-10%
Cc1ccc(NC(=O)c2cc3ccccc3oc2=N)cc1	-4%	-2.1%	0.0%	0%	-57%	-7%	-6%	i	0.3	-11%
CN(C)c1ccc(N2C(=O)CC(c3ccccc3)CC2=O)cc1	0%	-2.6%	-1.2%	17%	-1%	-11%	3%	i	0.6	-2%
Continuation.
SMILES	SIAH1 antagonists	HIV peptide binding	KOR beta-arrestin-1	KOR beta-arrestin-2	HEK293 NOD2/NF-kB	NOD1 inhibition	Salmonella PhoP GFP	Myeloid diff 2	Myeloid diff 2 GFP+ MAC1+ %	LYP phosphatase
Cc1ccc(Nc2nc(=O)c3cc([N+](=O)[O-])ccc3s2)cc1	2%	-3.4%	0.0%	-8%	-6%	-12%	-4%	i	0.3	-7%
COc1cc(SC)ccc1C(=O)NCc1ccc(C)cc1	0%	-1.4%	-1.8%	0%	-3%	0%	12%	i	0.7	0%
CC1(C(=O)CSc2nc3ccccc3s2)CCC(=O)O1 (stereo not drawn)	1%	4.5%	-0.5%	23%	-1%	4%	6%	i	0.6	-4%
O=C1COc2ccc(C(=O)CSc3nnc(Cc4cccs4)n3-c3ccccc3)cc2N1	-2%	1.4%	-5.7%	-2%	5%	-3%	-8%	i	1.2	4%
O=C(O)C1CC=CCC1C(=O)NCCCCc1ccccc1 (stereo not drawn)	-1%	1.5%	-3.7%	-24%	-5%	-22%	4%	i	0.7	2%
CCCCN1C(=O)/C(=C2\SC(N3CCCCC3)=NC2=O)c2ccccc21	6%	-2.3%	·	23%	-34%	-58%	8%	i	1.7	-2%
CC(C)NC(=O)COc1coc(CN2CCN(c3cccc(Cl)c3)CC2)cc1=O	0%	2.6%	0.4%	-3%	16%	-1%	-3%	i	2.6	-6%
Cc1cccc(NC(=O)CCN2CCC(C(N)=O)CC2)c1	-2%	0.7%	-1.6%	-12%	-2%	8%	-5%	i	0.6	-8%
CC(C)(CCO)Nc1ncnc2onc(-c3ccc(F)cc3)c12	1%	1.2%	1.4%	-22%	2%	-10%	2%	i	1.1	-4%
COc1ccc(C2=NOC(C(=O)Nc3ccc4c(c3)OCO4)C2)cc1 (stereo not drawn)	-5%	-2.3%	0.7%	-38%	-8%	-5%	-4%	i	0.8	-4%
COC(=O)c1cc(NC(=O)CC2C(=O)NCCN2C(=O)c2ccccc2)cc(C(=O)OC)c1 (stereo not drawn)	-1%	1.1%	0.6%	-21%	10%	-13%	-8%	i	0.9	-1%
COCCn1nnnc1C(c1ccccc1)N1CCN(Cc2ccc3c(c2)OCO3)CC1 (stereo not drawn)	6%	1.2%	-3.9%	-11%	-4%	-6%	0%	i	0.5	-5%
CC(Nc1ccc2c(c1)OCCO2)C(=O)Nc1ccc2c(c1)OCO2 (stereo not drawn)	8%	0.8%	2.2%	-27%	0%	-24%	-6%	i	0.4	4%
Cc1cc(SC(C)C(=O)Nc2c(C)n(C)n(-c3ccccc3)c2=O)nc2ccccc12 (stereo not drawn)	2%	0.9%	1.3%	-20%	17%	14%	1%	i	1.6	0%
COCCNC(=O)/C(C#N)=C/c1ccc(C)o1	8%	0.5%	-3.3%	-4%	-6%	-43%	-6%	i	0.3	-3%
CCOc1ccc(NC(=S)NCCCN2CCN(C3CCCCC3)CC2)cc1	1%	0.8%	3.1%	4%	-38%	-44%	-1%	i	0.1	4%
CN(C)CCN1CC(O)=C(c2nc3ccccc3s2)C1=N	2%	2.8%	-2.7%	36%	14%	-3%	4%	i	0.2	-6%
CCOC(=O)C(=CNNc1c(C)csc1C(=O)OC)C(=O)OCC	-5%	-0.7%	·	8%	18%	4%	1%	i	0.5	-8%
COc1ccc(OC)c(NS(=O)(=O)c2c(C(=O)N3CCCCCC3)c(C)n(C)c2C)c1	4%	-0.5%	6.6%	-10%	-9%	9%	1%	i	0.0	-9%
COCCn1c(N)c(N(Cc2ccccc2)C(=O)Cc2c(Cl)cccc2Cl)c(=O)[nH]c1=O	6%	-1.1%	1.5%	16%	19%	-2%	-7%	i	0.4	-5%
O=C1CCCC2=C1C1(CCCCC1)N=C(Nc1nc3ccccc3s1)N2	15%	10%	-7.1%	0%	-12%	-12%	-10%	i	8.1	0%
COc1ccc(Cn2c(CCC(=O)Nc3ccccc3)nc3cccnc32)cc1	-10%	1.6%	4.0%	3%	7%	7%	-5%	i	0.7	-13%
CCOC(=O)CSCc1c(C#N)c2ccccc2n1C	5%	3.5%	-3.8%	20%	4%	-22%	13%	i	0.7	-7%
CC1CCC(NC(=O)CC(C)(C)Cc2nc3ccccc3c(=O)[nH]2)CC1 (stereo not drawn)	0%	-0.5%	3.8%	-9%	28%	25%	1%	i	0.6	-1%
COc1cc2c(cc1OC)[C@H](C)N(C(=O)CSc1nc(O)c(C(C)C)c(=O)[nH]1)CC2	-1%	0.8%	-4.5%	14%[20 µM]	13%	2%	·	i	3.2	-8%
Continued.
SMILES	SIAH1 antagonists	HIV peptide binding	KOR beta-arrestin-1	KOR beta-arrestin-2	HEK293 NOD2/NF-kB	NOD1 inhibition	Salmonella PhoP GFP	Myeloid diff 2	Myeloid diff 2 GFP+ MAC1+ %	LYP phosphatase
Cc1cccc(N(CC(=O)NCCc2ccccc2)C(=O)c2csnn2)c1	-3%	1.5%	11%	-9%	-28%	29%	-4%	·	·	-5%
COC1CCN(C(=O)CC2C(=O)NCCN2CC(C)(C)C)CC1 (stereo not drawn)	0%	-1.1%	·	6%	18%	-22%	-8%	i	0.4	-7%
O=C(CSc1nc2ccccc2c2nc3ccccc3n12)NCc1ccco1	11%	1.0%	-1.5%	7%	3%	-15%	-2%	i	1.1	0%
O=C(Nc1cc([N+](=O)[O-])ccc1F)c1ccc2c(c1)OCCO2	6%	0.3%	7.6%	20%	-27%	-24%	1%	i	0.4	-7%
Cc1ccccc1-c1c(C)oc2cc(O)ccc2c1=O	2%	-2.1%	1.5%	-7%	1%	-29%	-8%	i	1.1	-1%
CC(C)n1c(Sc2nccn2C)nc2c1c(=O)n(C)c(=O)n2C	-2%	-3.0%	0.7%	-6%	14%	-4%	-5%	i	1.4	1%
CCOC(=O)c1[nH]c2ccc(OC)cc2c1NC(C)=O	-2%	-1.0%	-8.3%	-23%	9%	8%	3%	i	0.7	-11%

3 structures from above, arranged by heavy-atom count, lowest first:
SMILES	SIAH1 antagonists	HIV peptide binding	KOR beta-arrestin-1	KOR beta-arrestin-2	HEK293 NOD2/NF-kB	NOD1 inhibition	Salmonella PhoP GFP	Myeloid diff 2	Myeloid diff 2 GFP+ MAC1+ %	LYP phosphatase
Cc1ccccc1-c1c(C)oc2cc(O)ccc2c1=O	2%	-2.1%	1.5%	-7%	1%	-29%	-8%	i	1.1	-1%
CC(C)n1c(Sc2nccn2C)nc2c1c(=O)n(C)c(=O)n2C	-2%	-3.0%	0.7%	-6%	14%	-4%	-5%	i	1.4	1%
Cc1cccc(N(CC(=O)NCCc2ccccc2)C(=O)c2csnn2)c1	-3%	1.5%	11%	-9%	-28%	29%	-4%	·	·	-5%
